EBNA-1 inh = blocks EBNA-1 binding to DNA; EBNA-1 DNA binding, fluorescence polarization; inhibition, % at 14.8 µM; 300,000 compounds, 0.34% hits; AID 1950; in the data active = inhibition above about 28%
LYPLA2 counter = blocks human lysophospholipase 2, a PME1 counter-screen. O95372. recombinant LYPLA2, FP-Rh probe fluorescence polarization. inhibition, % at 5.9 µM. 320,000 compounds, 0.38% hits. AID 2177;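 active = inhibition above the screen-wide mean plus 3 SD, limit set per campaign, cut at about 26% in these data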;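 note: 0% = LYPLA2 with DMSO and 100% = wells lacking LYPLA2 enzyme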
PAD4 inh = inhibitors of human PAD4; recombinant PAD4, RCA probe fluorescence polarization; inhibition, % at 6.36 µM; 330,000 compounds, 0.41% hits;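 active = percent inhibition above a cutoff equal to the mean of all tested compounds plus 3 SD, cut at about 15% in these data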;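 note: 0% = PAD4 with RCA probe and DMSO and 100% = probe without PAD4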
Target sequence (Q9UM07 whole entry, looked up): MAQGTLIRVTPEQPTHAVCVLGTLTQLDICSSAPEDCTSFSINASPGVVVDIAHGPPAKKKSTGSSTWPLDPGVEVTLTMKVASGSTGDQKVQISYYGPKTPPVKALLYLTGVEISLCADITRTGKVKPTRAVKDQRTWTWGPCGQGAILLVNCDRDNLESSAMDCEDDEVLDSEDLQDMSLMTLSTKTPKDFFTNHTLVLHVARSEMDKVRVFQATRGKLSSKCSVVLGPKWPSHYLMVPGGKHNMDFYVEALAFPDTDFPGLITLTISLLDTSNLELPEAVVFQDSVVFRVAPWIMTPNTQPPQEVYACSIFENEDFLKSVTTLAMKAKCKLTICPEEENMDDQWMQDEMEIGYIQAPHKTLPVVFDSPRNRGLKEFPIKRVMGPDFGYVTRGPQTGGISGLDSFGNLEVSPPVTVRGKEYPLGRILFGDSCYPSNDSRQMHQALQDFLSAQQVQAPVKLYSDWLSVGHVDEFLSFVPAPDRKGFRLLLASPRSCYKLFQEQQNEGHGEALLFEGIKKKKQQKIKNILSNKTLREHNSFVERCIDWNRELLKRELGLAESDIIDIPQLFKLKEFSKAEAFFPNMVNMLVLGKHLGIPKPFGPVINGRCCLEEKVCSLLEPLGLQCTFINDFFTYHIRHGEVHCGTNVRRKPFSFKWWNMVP
GSTO1 inh = blocks human GSTO1 in RBBP9 counter-screen; recombinant GSTO1, activity-based probe fluorescence polarization; inhibition, % at 5.96 µM; 300,000 compounds, 1.1% hits;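 active = inhibition above the campaign mean inhibition plus 3 SD, cut at about 35% in these data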;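 note: 0% = GSTO1-1 with DMSO and 100% = wells lacking GSTO1-1 enzyme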
Target sequence (P78417 whole entry, looked up): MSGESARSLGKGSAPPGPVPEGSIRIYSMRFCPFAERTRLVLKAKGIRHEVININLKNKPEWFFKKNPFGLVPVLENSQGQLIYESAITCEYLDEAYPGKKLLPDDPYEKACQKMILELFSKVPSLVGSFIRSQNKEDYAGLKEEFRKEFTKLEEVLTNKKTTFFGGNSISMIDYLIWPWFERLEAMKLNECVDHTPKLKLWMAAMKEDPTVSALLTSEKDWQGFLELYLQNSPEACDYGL
ZTA counter = blocks Epstein-Barr virus ZTA, an EBNA-1 counter-screen. ZTA-DNA binding, fluorescence polarization. AID 2234. inhibition, % at 11 µM. P03206. 320,000 compounds, 0.15% hits; in the data active = inhibition above about 33%
LYPLA1 counter = LYPLA1 (human) inhibition in PME1 counter-screen; AID 2174; recombinant LYPLA1, FP-Rh probe fluorescence polarization; inhibition, % at 5.9 µM; 320,000 compounds, 0.16% hits;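 active = inhibition above the mean of all tested compounds plus 3 SD, set per campaign, cut at about 14% in these data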;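 note: inhibitors block serine hydrolase probe labeling of LYPLA1 so polarization falls; 0% = enzyme with DMSO and 100% = wells lacking LYPLA1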
PAFAH2 FP inh = PAFAH2 (human) inhibition; recombinant PAFAH2, FP-rhodamine activity probe, fluorescence polarization; inhibition, % at 3.39 µM; 340,000 compounds, 0.99% hits; AID 492956;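 active = inhibition above the mean over all tested compounds plus 3 SD, cut at about 30% in these data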;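 note: inhibitors block probe labeling of enzyme so polarization drops; 0% = enzyme with DMSO and 100% = wells lacking PAFAH2 protein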
PAFAH1B3 FP inh = blocks human PAF acetylhydrolase 1B catalytic subunit 3. Q15102. recombinant PAFAH1B3, FP-rhodamine probe, fluorescence polarization. inhibition, % at 3.39 µM. 340,000 compounds, 0.28% hits. AID 492972;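 active = inhibition above the screen-wide average of all tested compounds plus 3 SD, cut at about 25% in these data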;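 note: 0% = enzyme with DMSO only and 100% = wells lacking PAFAH1B3 protein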
PREPL inh = inhibitors of human prolyl oligopeptidase-like enzyme PREPL; 320,000 compounds, 0.68% hits; recombinant PREPL, fluorescence polarization activity-based probe; Q4J6C6; inhibition, % at 5.96 µM; AID 2751; in the data active = inhibition above about 43%;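 note: 0% = enzyme with DMSO and 100% = wells lacking enzyme; many of its hits are not listed in these tables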
Active calls of the source: *; . = not tested or not shown. These rows are one share of the data, so the mix of outcomes need not match the whole.

SMILES	EBNA-1 inh	LYPLA2 counter	PAD4 inh	GSTO1 inh	ZTA counter	LYPLA1 counter	PAFAH2 FP inh	PAFAH1B3 FP inh	PREPL inh
Cc1ccc(OCc2nc(C#N)c(NCCCn3ccnc3)o2)cc1	-18	9	-1	4	-6	2	-6	-5	13
CCCc1nn(C)c(C(=O)Nc2cccc3ccccc23)c1Cl	0	1	2	-2	13	-6	5	2	21
Cc1ccc(C)c(OC(=O)c2ccncc2)c1	-13	4	4	3	-13	1	-2	3	2
O=C(CSCc1ccc(Cl)cc1Cl)Nc1c[nH]c(=O)[nH]c1=O	-7	2	0	0	-1	-4	13	3	-8
CCOC(=O)C1=C(c2ccccc2)NC(=O)NC1c1ccc(OC)c(OC)c1 (configuration not stated)	14	4	4	10	14	4	3	2	4
O=C(NCc1ccco1)C1CCN(S(=O)(=O)N2CCC3(CC2)OCCO3)CC1	5	-7	0	-5	9	-3	-1	-2	0
O=C(CNC(=O)c1ccc(Cl)cc1Cl)OC1CCCCC1=O (configuration not stated)	.	.	-2	.	.	.	7	2	7
Cc1sc(NC(=O)CSc2nc(O)cc(=O)[nH]2)nc1-c1ccccc1	7	-12	-3	-28	4	-7	9	6	1
Cc1ccccc1OCC(=O)Nc1ccc(S(=O)(=O)Nc2onc(C)c2C)cc1	1	0	0	6	9	1	4	5	12
CCc1ccccc1NC(=O)N[C@H](C(=O)O)C(C)CC (some centres not stated)	-3	2	2	17	-2	5	0	-8	4
CC1CCCN(C(C(=O)NC2CCCCC2)c2cc3c(cc2[N+](=O)[O-])OCO3)C1 (configuration not stated)	4	2	-2	7	8	-4	10	1	0
Cc1c(Cl)cnc(NC(=O)CSc2n[nH]c(N)n2)c1Cl	.	1	1	.	-11	-2	12	4	8
O=C(CSc1nc(-c2ccccc2)nc2ccccc12)Nc1cccc(C(=O)O)c1	11	-3	0	-56	-15	-6	.	.	1
COc1ccc(OCC(=O)NC2CCSc3ccccc32)cc1 (configuration not stated)	.	.	2	.	.	.	4	5	-3
COc1ccc(N2C(=O)C(Cl)=C(Nc3ccc(OC)cc3OC)C2=O)cc1	7	-2	6	16	-3	1	0	5	-28
C=CCOc1c(CNc2ccc(C(=O)O)cc2)cccc1OCC	6	-7	3	5	-6	0	1	0	2
CC(=O)N(CC1CCCO1)c1nnc(-c2ccccn2)s1 (configuration not stated)	5	8	5	2	-20	1	-2	7	10
CC(=O)Nc1ccc(Oc2ncccn2)c(Cl)c1	-6	8	4	0	1	3	4	2	-7
COc1cc(S(=O)(=O)n2nnc3ccccc32)c(OC)cc1Cl	-1	-2	2	-15	-14	-2	0	10	-6
CCOC(=O)C1=C(c2ccccc2)NC(=O)NC1c1cc(OC)c(OC)c(OC)c1 (configuration not stated)	.	0	0	.	12	-3	4	11	7
CCn1nccc1C(=O)Nc1nc2ccccc2n1CCN1CCCCC1	-12	0	-1	-2	4	4	-2	6	-8
O=C(O)c1ccccc1-c1ccccc1C(=O)NCc1ccccc1F	-3	5	0	3	-5	2	1	2	10
Cc1ccc(C(=O)C(C)Sc2nnc(N)s2)cc1 (configuration not stated)	7	19	5	6	-1	1	3	4	1
CNc1c(NS(=O)(=O)c2ccc(OC)c(Cl)c2)c(=O)oc2ccccc12	19	-8	0	26	1	-7	6	4	-7
CCn1ccnc1CN(C)C(=O)CCc1nnc(CCCc2ccccc2)o1	9	0	1	0	-1	-5	-4	0	3

Two entries picked at random from the list so far, as already listed:
SMILES	EBNA-1 inh	LYPLA2 counter	PAD4 inh	GSTO1 inh	ZTA counter	LYPLA1 counter	PAFAH2 FP inh	PAFAH1B3 FP inh	PREPL inh
CCCc1nn(C)c(C(=O)Nc2cccc3ccccc23)c1Cl	0	1	2	-2	13	-6	5	2	21
O=C(O)c1ccccc1-c1ccccc1C(=O)NCc1ccccc1F	-3	5	0	3	-5	2	1	2	10

The list continues.
SMILES	EBNA-1 inh	LYPLA2 counter	PAD4 inh	GSTO1 inh	ZTA counter	LYPLA1 counter	PAFAH2 FP inh	PAFAH1B3 FP inh	PREPL inh
COCCC(=O)N1CCCC(C(=O)c2ccccc2SC)C1 (configuration not stated)	6	11	0	6	-8	4	-3	5	1
Cc1cc(C(=O)OCC(=O)Nc2c(F)cccc2F)c(C)n1-c1ccccc1	1	6	-4	-1	-5	-1	27	10	11
O=C(NCCc1ccccc1Cl)C1CCC(=O)N(Cc2ccc(Cl)cc2)C1 (configuration not stated)	2	14	-2	1	-3	3	1	2	8
CCOC(=O)c1ccc(N=c2sc(C(=O)OC)cc(=O)n2Cc2ccco2)cc1	-3	-11	-2	2	3	-5	-12	3	-10
COc1cc(/C=N/NC(=O)Cc2ccccc2)cc([N+](=O)[O-])c1O	4	0	1	13	-4	-2	-3	12	-1
COc1ccc(CNC(=O)C(c2cccs2)N(C(=O)c2csnn2)C2CC2)cc1 (configuration not stated)	9	2	0	-2	8	1	-1	7	0
CC1(C)CC(=O)C(C(O)c2ccc([N+](=O)[O-])cc2)C(C)(C)N1 (configuration not stated)	0	1	-4	4	-1	1	8	-3	4
CCN(CC)c1ccc(NC(=O)c2ccc3c(c2)c(C)c(C)n3C)cc1	-4	-4	-1	7	13	-4	-10	13	15
COc1c(-c2ccc(O)c(O)c2)oc2cc(O)cc(O)c2c1=O	-14	-6	-6	41*	8	-9	14	24	0
Cc1cc(C)n2c(=S)[nH]nc2n1	-3	4	-4	2	5	0	6	3	-11
O=C(CN1CCN(C(=O)c2ccccc2)CC1)NC(=O)NCCC1=CCCCC1	.	.	-1	.	.	.	-16	4	15
NC(=O)C1(N2CCCCC2)CCN(S(=O)(=O)c2cc(Cl)sc2Cl)CC1	-5	-3	3	4	14	-3	.	.	7
N#Cc1nc(-c2ccccc2F)oc1NCCc1ccccn1	1	3	-2	-2	0	3	-7	3	-5
CCOC(=O)N1CCN(C(=O)CN2C(=O)COc3ccc(C(C)(C)C)cc32)CC1	-9	1	3	-6	-1	1	4	1	0
COCCN1C(=O)N[C@@H](c2ccco2)C(C(C)=O)=C1C	-7	9	-12	1	10	-2	0	23	-3
CCC(=O)Nc1ccc(C(=O)Nc2c[nH]c(=O)[nH]c2=O)cc1	-16	4	-3	9	-5	3	4	9	6
O=C(CSc1nccn1-c1ccc(Cl)cc1)Nc1ccc2c(c1)OCO2	-8	-2	-2	4	-5	1	0	1	-1
CCC1(c2ccccc2)NC(=O)N(C)C1=O (configuration not stated)	5	3	-6	2	6	-1	5	0	3
COc1cc(C(=O)N2CCCCC2)ccc1OCC(=O)Nc1ccc(F)cc1	.	-1	-6	.	16	0	5	-4	15
Cc1ccc(S(=O)(=O)Nc2ccccc2C(=O)Nc2nc(-c3ccc(F)cc3)cs2)cc1	12	-13	-4	-110	18	-4	0	-2	13
COCC1CCN(C(=O)c2oc3c(F)cccc3c2C)C1 (configuration not stated)	11	-3	-2	4	4	4	0	9	9
CC(C)OCCCNC(=O)C1CCC(CNS(=O)(=O)c2ccc(Cl)cc2)CC1 (configuration not stated)	0	8	-4	0	-11	3	-2	1	-3
Cc1ccc(/C([O-])=C(/C(=S)NCCN2CCOCC2)[n+]2ccccc2)cc1[N+](=O)[O-]	-4	5	-9	-1	-14	2	-4	6	19
CCOc1ccc(C(=S)NC2CCCCC2)cc1OCC	-6	8	-1	-10	-1	3	3	3	-12
Cc1cc(/C=N/Nc2ccc([N+](=O)[O-])cn2)c(C)n1-c1ccccc1	-4	1	0	6	0	1	-9	5	33

Additional results.
SMILES	EBNA-1 inh	LYPLA2 counter	PAD4 inh	GSTO1 inh	ZTA counter	LYPLA1 counter	PAFAH2 FP inh	PAFAH1B3 FP inh	PREPL inh
CCN(C(=O)COc1cc(OC)ccc1C(C)=O)C1CCS(=O)(=O)C1 (configuration not stated)	.	-1	-1	.	5	2	-2	-3	5
COc1ccccc1N(CC(O)Cn1c2ccccc2c2ccccc21)S(=O)(=O)c1ccccc1 (configuration not stated)	9	-24	4	-2	10	-20	-14	3	21
CCc1ccccc1NC(=S)N(Cc1cccs1)C1CCCC1	10	-1	-9	2	21	-1	10	5	-7
CSc1nc2ccccc2n1CC(=O)N1CCCCC1	5	6	-4	6	-12	-1	-4	1	9
CN(Cc1cn(Cc2ccccc2)nc1-c1ccc2c(c1)OCO2)Cc1nccn1C	3	-6	3	-4	14	0	-8	4	33
CC1CCN(C(=O)C2CCN(S(=O)(=O)c3cccc4nsnc34)CC2)CC1	-6	1	-1	3	-19	3	5	11	3
COC(=O)c1cc(C(=O)c2cccc(Cl)c2Cl)cn1C	2	8	-2	1	-14	4	10	5	7
CC1CCC(NS(=O)(=O)c2ccc(Cl)nc2)CC1 (configuration not stated)	-14	6	-3	28	-8	1	5	-9	4
Cc1cc(C)n(-c2nc(NCC3CCCO3)c3c4c(sc3n2)COC(C)(C)C4)n1 (configuration not stated)	-5	7	0	4	2	0	.	.	6
CSc1[nH]c(=O)c(C(=O)O)cc1C#N	-10	1	-2	-6	-7	0	5	-3	-3
CCOC(=O)Cn1c(N)c(C(=O)OC)sc1=S	-4	-2	-2	1	5	5	-1	0	16
O=C1COc2ccc(C(=O)c3ccccc3C(=O)O)cc2N1	2	-8	-3	2	1	-2	4	9	-2
O=C(O)COc1ccc(NC(=O)c2ccco2)cc1	-6	-7	0	13	-13	-4	7	-1	23
NC(=O)C1CCN(C2CC(=O)N(Cc3ccc(N4CCCC4=O)cc3)C2=O)CC1 (configuration not stated)	-4	2	-5	1	-6	0	-2	0	6

13 structures out of the list, arranged by length of the SMILES, smallest number first:
SMILES	EBNA-1 inh	LYPLA2 counter	PAD4 inh	GSTO1 inh	ZTA counter	LYPLA1 counter	PAFAH2 FP inh	PAFAH1B3 FP inh	PREPL inh
CSc1[nH]c(=O)c(C(=O)O)cc1C#N	-10	1	-2	-6	-7	0	5	-3	-3
CSc1nc2ccccc2n1CC(=O)N1CCCCC1	5	6	-4	6	-12	-1	-4	1	9
CCOc1ccc(C(=S)NC2CCCCC2)cc1OCC	-6	8	-1	-10	-1	3	3	3	-12
CC1CCC(NS(=O)(=O)c2ccc(Cl)nc2)CC1 (configuration not stated)	-14	6	-3	28	-8	1	5	-9	4
CCc1ccccc1NC(=S)N(Cc1cccs1)C1CCCC1	10	-1	-9	2	21	-1	10	5	-7
COC(=O)c1cc(C(=O)c2cccc(Cl)c2Cl)cn1C	2	8	-2	1	-14	4	10	5	7
O=C1COc2ccc(C(=O)c3ccccc3C(=O)O)cc2N1	2	-8	-3	2	1	-2	4	9	-2
CCN(C(=O)COc1cc(OC)ccc1C(C)=O)C1CCS(=O)(=O)C1 (configuration not stated)	.	-1	-1	.	5	2	-2	-3	5
CN(Cc1cn(Cc2ccccc2)nc1-c1ccc2c(c1)OCO2)Cc1nccn1C	3	-6	3	-4	14	0	-8	4	33
Cc1cc(/C=N/Nc2ccc([N+](=O)[O-])cn2)c(C)n1-c1ccccc1	-4	1	0	6	0	1	-9	5	33
NC(=O)C1CCN(C2CC(=O)N(Cc3ccc(N4CCCC4=O)cc3)C2=O)CC1 (configuration not stated)	-4	2	-5	1	-6	0	-2	0	6
Cc1cc(C)n(-c2nc(NCC3CCCO3)c3c4c(sc3n2)COC(C)(C)C4)n1 (configuration not stated)	-5	7	0	4	2	0	.	.	6
COc1ccccc1N(CC(O)Cn1c2ccccc2c2ccccc21)S(=O)(=O)c1ccccc1 (configuration not stated)	9	-24	4	-2	10	-20	-14	3	21

Bioassay records from PubChem BioAssay.
